High-throughput results deposited in PubChem BioAssay by several laboratories.
GSK3beta inhib – human GSK3beta kinase inhibitors, primary screen, biochemical, cell-free homogeneous, HTS; GST-GSK3beta kinase, ADP-Glo luminescence, 60 min; stronger effect = lower value; activity score (negative = inhibition), % at 10 µM; hit rate 0.038% among 300,000; AID 2097, 2009;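 active = more than half of replicate wells score below -50%, meaning over 50% inhibition versus plate controls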;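 note: 0% = median DMSO wells and -100% = median GW8510 positive control wells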
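Assay system: GST-tagged human GSK3beta kinase, cell-free; Input: 1.6 ng GSK3beta; Medium: Tris/MgCl2 kinase buffer; Timing: 60 min enzyme reaction, room temperature; Signal: ADP-Glo luminescence quantifying ADP generated by kinase; Evaluation: score relative to plate controls; Benchmarks: DMSO neutral wells and GW8510 at 20 µM as positive.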
KCNQ1 inh – inhibitors of human KCNQ1 channel, primary screen, cell-based, thallium flux, high-throughput; Potassium voltage-gated channel subfamily KQT member 1 (Homo sapiens), P51787; CHO-K1 KCNQ1, FluxOR thallium flux fluorescence; stronger effect = higher value; B-score at 10 µM; hit rate 1.3% among 310,000; AID 2642, 2010;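 active = compounds whose thallium flux B-score, printed positive for inhibition, exceeds three library SD while starting fluorescence stays within three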;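 note: channel opened by potassium depolarization with thallium stimulus after 20 min compound exposure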
Target sequence (P51787 whole entry, looked up): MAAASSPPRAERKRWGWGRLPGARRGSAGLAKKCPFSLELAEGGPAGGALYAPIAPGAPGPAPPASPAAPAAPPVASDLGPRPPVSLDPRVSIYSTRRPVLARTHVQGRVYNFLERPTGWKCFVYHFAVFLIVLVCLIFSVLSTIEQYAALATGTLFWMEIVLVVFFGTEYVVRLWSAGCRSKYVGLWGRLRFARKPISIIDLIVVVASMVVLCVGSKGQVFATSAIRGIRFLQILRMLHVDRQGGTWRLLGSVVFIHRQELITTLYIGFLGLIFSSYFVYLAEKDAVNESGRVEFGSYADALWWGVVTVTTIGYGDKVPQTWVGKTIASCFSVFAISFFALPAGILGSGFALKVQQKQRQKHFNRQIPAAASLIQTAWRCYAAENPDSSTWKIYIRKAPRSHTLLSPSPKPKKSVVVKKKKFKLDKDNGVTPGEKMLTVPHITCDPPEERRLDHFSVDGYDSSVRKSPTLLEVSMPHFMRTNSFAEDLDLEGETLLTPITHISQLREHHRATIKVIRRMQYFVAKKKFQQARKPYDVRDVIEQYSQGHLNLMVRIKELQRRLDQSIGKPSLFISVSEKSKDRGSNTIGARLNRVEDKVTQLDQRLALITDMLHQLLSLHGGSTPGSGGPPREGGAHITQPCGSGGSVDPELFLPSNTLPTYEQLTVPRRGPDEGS
RGS4 pot – RGS4 potentiators or activators, primary screen, cell-based, HEK293 M3R inducible RGS4, calcium flux; carbachol calcium flux Fluo4; stronger effect = lower value; B-score at 10 µM; hit rate 0.92% among 310,000; AID 463111, 2010;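 active = B-score of the integrated calcium signal more than 4 SD below the library mean, with starting fluorescence not abnormally high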;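 note: negative B-score means reduced calcium response which marks RGS4 activation or potentiation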
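Test system: HEK293 cells with stable M3R and inducible RGS4; also added: carbachol at ECmax as muscarinic agonist stimulus; schedule: dye loading 30 min 37 °C, buffer rest 30 min RT; technique: kinetic calcium fluorescence imaging with Fluo4-AM dye, 2 µM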
RGS4 inh – RGS4 inhibitors, primary screen, cell-based, HEK293 M3R inducible RGS4, calcium flux; Regulator of G-protein signaling 4 (Homo sapiens), P49798; Fluo-4 calcium flux; stronger effect = higher value; triggered by carbachol at its EC20; B-score at 10 µM; hit rate 0.45% among 310,000; AID 463165, 2010;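 active = B-score, a plate-corrected calcium signal, over three deviations above library mean, with baseline fluorescence within five deviations of library mean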;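 note: RGS4 expression induced by doxycycline in cells with stable M3 receptor; B-score is computed from the integrated fluorescence ratio over baseline after carbachol; higher B-score means a larger calcium signal and so more RGS4 inhibition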
KCNQ1 pot – potentiators or activators of KCNQ1 channel, primary screen, cell-based, thallium flux, high-throughput. Potassium voltage-gated channel subfamily KQT member 1 (Homo sapiens), P51787. CHO-K1 KCNQ1, thallium flux FluxOR fluorescence; stronger effect = higher value. B-score at 10 µM. hit rate 0.35% among 310,000. AID 2648, 2010;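 active = fluorescence ratio B-score, a plate-corrected score, at least three library SD, with initial intensity B-score within 5 SD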
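Assay system: stable KCNQ1 CHO-K1 line; medium: assay buffer, equal DMSO in all wells; timing: 90 min dye loading and 20 min compound exposure, both at room temperature; technique: kinetic FluxOR thallium fluorescence, 10-s 1-Hz baseline, 110-s post-stimulus read; read-out basis: B score of baseline-normalized fluorescence ratio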
hERG rescue – hERG rescue from dofetilide block, primary screen, cell-based, CHO-hERG, FluxOR thallium flux, dofetilide IC70 | hit rate 0.51% among 310,000 | dofetilide IC70 present | activation (rescue from dofetilide block), less the hit threshold, % at 10 µM | AID 1511, 2009 | Voltage-gated inwardly rectifying potassium channel KCNH2 (Homo sapiens), Q12809;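 active = activation above the mean of controls blocked by dofetilide plus 5 SD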;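 note: thallium influx through hERG after potassium depolarization seen as dye fluorescence rise; in these data hits start at about 4.7%; inactives centre near -7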
KCNK9 inh – KCNK9 potassium channel inhibitors, primary screen, HEK293 cells, thallium flux | AID 488922, 2010 | B-score at 10 µM | FluxOR thallium flux fluorescence; stronger effect = lower value | hit rate 1.2% among 310,000 | Potassium channel subfamily K member 9 (Homo sapiens), Q9NPC2;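 active = ratio B-score over 3 SD below the library mean, with starting fluorescence within 5 SD of its mean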;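 note: negative B-score means less thallium flux so channel inhibition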
Target sequence (Q9NPC2 whole entry, looked up): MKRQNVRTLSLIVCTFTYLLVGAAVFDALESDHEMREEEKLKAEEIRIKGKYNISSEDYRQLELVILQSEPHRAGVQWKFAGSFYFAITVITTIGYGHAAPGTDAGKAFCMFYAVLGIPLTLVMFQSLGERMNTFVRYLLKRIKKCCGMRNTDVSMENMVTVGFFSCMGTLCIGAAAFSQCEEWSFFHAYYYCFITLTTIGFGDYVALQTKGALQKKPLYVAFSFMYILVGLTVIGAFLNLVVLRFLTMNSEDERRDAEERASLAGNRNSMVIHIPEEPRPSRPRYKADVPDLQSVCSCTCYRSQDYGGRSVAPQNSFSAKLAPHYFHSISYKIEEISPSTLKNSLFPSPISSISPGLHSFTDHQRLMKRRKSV
Dyrk1A ADPGlo – rat Dyrk1A kinase inhibitors, primary screen, biochemical, single point, plate reader. ADP-Glo luminescence, NFATc1 peptide. inhibition, % at 12.5 µM. AID 504441, 2011. hit rate 0.43% among 310,000. Dual specificity tyrosine-phosphorylation-regulated kinase 1A (Rattus norvegicus), Q63470; in the data active = inhibition above about 50%;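 note: plate controls were vehicle with enzyme for no effect and no enzyme for full effect; many of its hits are not listed in these tables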
PolyA inhibitor – polyadenylation inhibitors in yeast reporter cells, primary screen, luminescence, S. cerevisiae; S. cerevisiae SKY197-pL101 polyadenylation reporter, beta-gal luminescence; efflux-impaired pdr1/pdr3 knockout yeast; score 100 = 6 SD above DMSO; calls only at 12 µM; hit rate 0.02% among 300,000;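 active = lowest replicate activity score at least 50, where 100 means six control SD above control mean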;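 note: yeast exposed to compound for 9 h at 30 °C; higher score means more reporter readthrough which indicates perturbed polyadenylation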
KCNK3 block – human KCNK3 channel inhibitors, primary screen, CHO cells, FluxOR thallium flux, B-score. hit rate 0.84% among 340,000. FluxOR fluorescence; stronger effect = lower value. B-score at 10 µM. AID 602410, 2012. Potassium channel subfamily K member 3 (Homo sapiens), O14649;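 active = B-score under library mean minus 4 SD, starting fluorescence ratio at most library mean plus 5 SD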;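 note: more negative B-score means stronger inhibition of thallium flux through KCNK3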
GSK3A inh – blockers of GSK3A enzyme activity – biochemical, luminescence, cell-free homogeneous, HTS, primary screen. inhibition, % at 10 µM. hit rate 0.1% among 320,000. AID 2650, 2010. GSK-3 alpha kinase, ADP-Glo luminescence, 60 min;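 in the data active = inhibition above about 50%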;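 note: GST-tagged GSK-3 alpha with peptide substrate and 25 µM ATP; 0% = DMSO neutral wells and 100% = GW8510 positive control wells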
Starred values were filed as active, the others as inactive; i = inactive; . = no result given.

Order of results: GSK3beta inhib	KCNQ1 inh	RGS4 pot	RGS4 inh	KCNQ1 pot	hERG rescue	KCNK9 inh	Dyrk1A ADPGlo	PolyA inhibitor	KCNK3 block	GSK3A inh
> CCOc1cc(/C=C(\C#N)C(=O)NCC2CCCO2)ccc1O (stereo not drawn)
    0	i	i	i	i	-12	i	13	i	i	-2
> CC(=O)N1CCN(c2ccc(NC(=O)c3ccccc3Cl)cc2)CC1
    .	i	i	i	i	1	i	-3	i	i	-2
> COc1ccc(Nc2nc3ccccc3nc2NS(=O)(=O)c2cccs2)cc1
    1	i	i	i	i	-6	i	1	i	i	-4
> NC(=O)c1ccc(NC(=O)c2ccc3c(c2)OCO3)cc1
    1	i	i	i	i	-6	i	-5	i	i	-5
> CC(C)(C)CN1C(=O)C(=O)NC[C@H]1Cc1cccc2ccccc12
    -1	i	i	i	i	-10	i	-1	i	i	4
> Cn1cc([N+](=O)[O-])c(C(=O)Nc2ccc(-c3nc4ccccc4o3)cc2)n1
    2	i	i	i	i	-11	i	2	i	i	-1
> CCN(CC)CCNC(=O)Cn1cnc2sc(C)c(S(=O)(=O)N3CCN(c4ccccc4OC)CC3)c2c1=O
    2	i	i	i	i	-7	i	-3	i	i	-2
> CC(C)(C)OC(=O)N1CCC[C@@H]1C(=O)N1CCC(C(=O)O)CC1
    0	i	i	i	i	3	i	5	i	i	-1
> O=C(NCCN1CCOCC1)c1noc2c1CCc1ccccc1-2
    1	i	i	i	i	-7	i	12	i	i	-3
> O=C(c1ccccc1Oc1ccccc1)N1CCN(c2ccc(F)cc2)CC1
    2	i	i	i	i	-8	i	-7	i	i	1
> CCNc1nc(NCC)nc(N/N=C/c2ccc(OC)cc2)n1
    -3	i	i	i	i	-7	i	.	i	i	-2
> COCCCNC(=O)CCn1c(=O)c2ccccc2n(CC(=O)Nc2cc(Cl)ccc2C)c1=O
    3	i	i	i	i	-12	i	-2	i	i	1
> CCOc1ccc(/C=C/c2c([N+](=O)[O-])c(=O)n(C)c(=O)n2C)cc1
    1	i	i	i	i	-5	i	-6	i	i	-2
> O=C1C(Cl)=C(N2CCN(c3ccccc3[N+](=O)[O-])CC2)C(=O)c2ccccc21
    -3	i	i	i	i	-12	i	-1	i	i	2
> Cc1cc(C)nc(SCc2ccc(C(=O)N/N=C/c3cccc(O)c3O)cc2)n1
    0	i	i	i	i	-3	i	2	i	i	0

Looked up one by one from the entries so far:
Order of results: GSK3beta inhib	KCNQ1 inh	RGS4 pot	RGS4 inh	KCNQ1 pot	hERG rescue	KCNK9 inh	Dyrk1A ADPGlo	PolyA inhibitor	KCNK3 block	GSK3A inh
> CC(=O)N1CCN(c2ccc(NC(=O)c3ccccc3Cl)cc2)CC1
    .	i	i	i	i	1	i	-3	i	i	-2
> CC(C)(C)OC(=O)N1CCC[C@@H]1C(=O)N1CCC(C(=O)O)CC1
    0	i	i	i	i	3	i	5	i	i	-1

New compounds follow
Order of results: GSK3beta inhib	KCNQ1 inh	RGS4 pot	RGS4 inh	KCNQ1 pot	hERG rescue	KCNK9 inh	Dyrk1A ADPGlo	PolyA inhibitor	KCNK3 block	GSK3A inh
> CCn1nc(NC(=O)C2CCCO2)c2cc3cccc(C)c3nc21 (stereo not drawn)
    4	i	i	i	i	-5	i	.	i	i	0
> Cc1ccc(SCc2[nH]nc3c2C(c2ccc(C)o2)C(C#N)=C(N)O3)cc1 (stereo not drawn)
    2	i	i	i	i	-9	i	9	.	i	1
> CC(=O)Nc1ccc(C(=O)CSc2nnnn2C(C)C)cc1
    -3	i	i	i	i	-12	i	0	i	i	1
> O=C(NCc1cccnc1)C12CC3CC(CC(C3)C1)C2
    2	i	i	i	i	-2	i	-2	i	i	-2
> Cc1ccccc1Cn1nc(C)c(NC(=O)c2sc3ccccc3c2Cl)c1C
    3	i	i	i	i	-9	i	8	i	-9*	-2
> CN(C)c1nc(N)nc(CSc2n[nH]c(-c3ccccc3)n2)n1
    -3	i	i	i	i	-8	i	0	i	i	8
> Cc1cc(C)n(-c2ccc([N+](=O)[O-])cc2)n1
    0	i	i	i	i	-8	i	1	i	i	1
> COC(=O)COc1ccc(/C=N/NC(=O)CN(c2ccccc2OC)S(=O)(=O)c2ccccc2)cc1
    0	i	i	i	i	-22	-13*	0	i	-16*	-2
> O=C(Oc1ccc(Cl)c2cccnc12)c1cccc([N+](=O)[O-])c1
    0	i	i	4.7*	i	-2	i	-8	i	i	-1
> C=CCOc1cccc(C(=O)N2CCCC(CNS(=O)(=O)c3cccs3)C2)c1 (stereo not drawn)
    1	i	i	i	i	-15	i	3	i	i	-2
> CSc1ccc(C(=O)C2CCCN(C(=O)c3cc4cc(F)ccc4[nH]3)C2)cc1 (stereo not drawn)
    1	i	i	i	i	-11	i	-2	i	i	-1
> CC(/C=N/NC(=O)c1ccccc1F)c1ccccc1 (stereo not drawn)
    -1	i	i	i	i	-7	i	-5	i	i	-1
> COc1ccc(NC(=O)Cn2nnc(C(=O)NCc3ccccc3)c2N)cc1Cl
    4	i	i	i	i	-5	i	-1	i	i	.
> CCN(CC)S(=O)(=O)c1ccc2[nH]c(=O)cc(C(=O)NCc3ccccc3)c2c1
    .	i	i	i	i	-9	i	0	i	i	-2
> COC(=O)c1cc(NCc2ccccc2F)ccc1N1CCOCC1
    5	i	i	i	i	-10	i	1	.	i	1
> CC1CCN(c2ccc(C(=O)Nc3nnc(C4CC4)s3)cc2[N+](=O)[O-])CC1
    1	i	i	i	i	-7	i	-3	i	i	-3
> CCCNC(=O)CN(Cc1ccco1)S(=O)(=O)c1ccc(OCC)cc1
    2	i	i	i	i	-6	i	-5	i	i	0
> CCOC(=O)C/C(C)=N/NC(=O)c1cccs1
    0	i	i	i	i	-13	i	-1	i	i	-1
> Cc1cc(C)nc(/N=C2\NC(=O)CC(C(=O)O)N2c2ccc(Oc3ccccc3)cc2)n1 (stereo not drawn)
    -1	i	i	i	i	-6	i	2	i	i	-3
> CCOc1cccc(/C=C/c2cc(C(=O)O)c3ccccc3n2)c1OC
    -5	i	i	i	i	-6	i	-1	i	i	1
> O=C(N/N=C/c1cccc(OC(=O)c2ccccc2Cl)c1)c1cccnc1
    -1	i	-7.7*	i	i	-27	i	.	i	i	-1
> CCCCn1c(N)c(N(CCC(C)C)C(=O)COC(=O)c2ccco2)c(=O)[nH]c1=O
    -4	i	i	i	i	-14	i	-8	i	i	-1
> CC(=O)Nc1ccc2nc(-c3cccnc3)[nH]c2c1
    3	i	i	i	i	-3	i	7	i	i	-2
> O=C(CCN1C(=O)c2ccccc2C1=O)NC(=S)Nc1ccccc1
    -2	i	i	i	i	-4	i	-4	i	i	2
> CCCC1CCC(c2ccc(C(N)=O)cc2)CC1 (stereo not drawn)
    5	i	i	i	i	-2	i	2	i	i	-1
> COc1ccc2c(c1)c1nc3ccccc3nc1n2Cc1ccc(OC)c(OC)c1
    -1	i	i	i	i	-14	i	6	i	i	0
> CCN(CC)C(=O)CCc1nnc(CCc2c[nH]c3ccccc23)o1
    0	i	i	i	i	-1	i	2	i	i	0
> COc1cccc(NC(=O)C(=O)NCc2ccncc2)c1
    0	i	i	i	i	-5	i	-3	i	i	0
> COc1ccc(N2CCN(c3oc(COc4ccc(Cl)cc4Cl)nc3C#N)CC2)cc1
    0	i	i	i	i	-14	i	8	i	i	-2
> COc1ccc(Cl)cc1NC(=O)CN(C)C(=O)Cc1n[nH]c(=O)c2ccccc12
    .	i	i	i	i	-4	i	6	i	i	2
> CCOC(=O)CNC(=O)CSc1nc2ncc(Br)cc2[nH]1
    0	i	i	i	i	0	i	6	i	i	1
> CC1CCN(c2nnc(N)s2)CC1
    0	i	i	i	i	-8	i	9	i	i	.
> O=[N+]([O-])c1ccc(-c2cnc[nH]2)cc1
    0	i	i	i	i	-7	i	.	i	i	2
> COC(=O)CCC(=O)NN1C(=O)c2ccccc2C1=O
    1	i	i	i	i	-12	i	-1	i	i	3
> CC(C)CC(NC(=O)OC(C)(C)C)c1cn([C@@H](Cc2cc3ccccc3[nH]2)C(=O)N2CCN(C(=O)OC(C)(C)C)CC2)nn1 (stereo partly drawn)
    5	i	i	i	i	-14	i	0	i	i	-3
> Cc1cc(F)ccc1NC(=S)NC1CCCC1
    -8	i	i	i	i	-3	i	-1	i	i	-1
> Cc1ccc(S(=O)(=O)NNC(=O)Nc2ccc(Cl)c(Cl)c2)cc1
    4	i	i	i	i	-16	i	6	i	i	2
> O=C(O)c1c(-c2ccc(Cl)cc2)cn2ccccc12
    1	i	i	i	i	-3	i	-1	.	i	-1
> Cc1ccc(C(=O)NCc2ccccc2)cc1Br
    -2	i	i	i	i	-10	i	-3	i	i	-2
> COc1ccccc1C(c1nnnn1C(C)(C)C)N1CCCCCC1 (stereo not drawn)
    -2	i	i	i	i	-3	-8.9*	-3	i	i	-1
> CC(=O)Oc1ccc(C(=O)Nn2cnnc2)cc1
    -3	i	i	i	i	-6	i	2	i	i	-2
> O=C(OCc1nnc(-c2ccccc2)o1)c1ccc(Cl)cc1
    -2	i	i	i	i	-10	i	.	i	i	-4
> Cc1sc2nc(SCc3ccc(C(=O)O)cc3)n(Cc3ccco3)c(=O)c2c1C
    5	i	i	i	i	-16	i	-1	i	i	-5

Not all compounds are listed. The share of hits here may be higher or lower than overall.
